G6PDH CS: counter-screen for G6PDH assay hits: L. mesenteroides G6PDH inhibition; Purified L. mesenteroides G6PDH, diaphorase/resazurin coupled fluorescence, 45 min; inhibition, % at 5 µM; 200,000 compounds, 0.12% hits; AID 1020; in the data active = inhibition above about 50%
APP 5'UTR act: activates APP 5'UTR luciferase reporter. AID 1276. activation, % at 2 µM. SH-SY5Y APP 5'UTR luciferase reporter, luminescence; zero percent = DMSO vehicle wells. 190,000 compounds, 1% hits;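 active = activation above a set limit, based on mean plus 3 SD of controls, cut at about 140% in these data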; also: values of inactives mirror those of a sister screen read the other way
HMGR II inh: E. faecalis class II HMG-CoA reductase inhibition; purified E. faecalis HMGR, NADPH absorbance 340 nm kinetic; 190,000 compounds, 0.41% hits; AID 1066; inhibition, % at 10 µM;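 active = inhibition above a set limit, the median over all tested compounds plus 3 SD, cut at about 9.5% in these data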;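 also: enzyme runs in reverse so mevalonate oxidation gives rising NADPH absorbance; 0% = complete reaction with DMSO and 100% = background rate lacking mevalonate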
Hsp70 act: transcriptional activators of Hsp70; AID 1203; HeLa Hsp70 promoter luciferase reporter, luminescence; scaled: vehicle 0, proteasome-inhibitor control 100%; 200,000 compounds, 0.04% hits; activation, % at 10 µM;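 active = activation above the mean across all tested compounds plus 3 SD, cutoff set per campaign, cut at about 5.5% in these data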;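 also: 100% = MG132 at 30 µM as the positive control and 0% = DMSO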
STAT1 activator: increases IFN-gamma driven STAT1 reporter signal; NIH 3T3 STAT1-luciferase reporter, luminescence; 100% = IFN-gamma alone, no compound; AID 932; activation (% of control), % at 5.5 µM; 200,000 compounds, 2.6% hits;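 active = activation above the screen-wide mean activation plus 3 SD, cut at about 130% in these data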;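 also: raw ratio to IFN-gamma control signal so 100% means no change and 0% no light; values of inactives mirror those of a sister screen read the other way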
APP transl inh: APP translation inhibition. SH-SY5Y APP 5'UTR-luciferase reporter, luminescence. 190,000 compounds, 0.82% hits. inhibition, % at 2 µM;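 active = inhibition above a set limit, derived from the sample mean plus 3 SD, cut at about 45% in these data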; also: values of inactives mirror those of a sister screen read the other way
DTT redox prof: compounds producing H2O2 with reducing agent – biochemical, NIH compound library profiling, artefact control for MLSCN library redox annotation, primary screen; 200,000 compounds, 0.03% hits; activation, % at 10 µM; DTT-dependent redox cycling H2O2, phenol red/HRP absorbance; 100% = 100 µM peroxide control, 0% = buffer; AID 878;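 active = activation of at least 50% relative to the plate's high and low controls in the primary single-dose screen; inactive = activation below 50%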;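 also: compound incubated with DTT at 0.8 mM final as the reducing agent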
NF-kB expr up: NF-kB expression increase, human neuronal cells. 190,000 compounds, 1.6% hits. fold change at 12.5 µM. NF-kB reporter expression; active compounds read high; in the data active = fold change above about 3.3
FLuc inhib CS: Photinus pyralis luciferase inhibition counter-screen; AID 1006; ATPLite firefly luciferase biochemical luminescence, 10 min; inhibition, % at 10 µM; P08659; 200,000 compounds, 1.5% hits;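 active = inhibition above about 50% when tested at 10 µM, limit read from the data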
Target sequence (P08659 whole entry, looked up): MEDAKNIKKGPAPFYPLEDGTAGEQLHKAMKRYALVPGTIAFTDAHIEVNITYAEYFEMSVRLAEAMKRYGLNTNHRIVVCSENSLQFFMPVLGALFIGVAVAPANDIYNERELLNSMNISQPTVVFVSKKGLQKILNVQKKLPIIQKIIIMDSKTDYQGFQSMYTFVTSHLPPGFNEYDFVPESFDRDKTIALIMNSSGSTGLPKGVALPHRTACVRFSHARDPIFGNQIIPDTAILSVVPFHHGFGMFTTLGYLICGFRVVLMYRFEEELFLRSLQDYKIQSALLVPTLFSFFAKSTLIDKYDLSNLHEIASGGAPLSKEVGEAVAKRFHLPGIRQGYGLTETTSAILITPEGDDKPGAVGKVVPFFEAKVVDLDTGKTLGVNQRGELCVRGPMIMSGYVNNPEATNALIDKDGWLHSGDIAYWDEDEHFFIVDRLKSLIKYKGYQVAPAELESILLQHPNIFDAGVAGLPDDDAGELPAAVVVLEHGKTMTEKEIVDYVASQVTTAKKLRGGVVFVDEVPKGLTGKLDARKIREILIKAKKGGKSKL
FLuc act counter: firefly luciferase counter-screen for stimulation assays | ATPlite luciferase biochemical, luminescence, 10 min; 0 = ATP-free wells, 1 = DMSO control | AID 1027 | 200,000 tested, under 10 active | activation factor at 10 µM;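 active = luciferase activation factor, scaled between plate controls, of at least 2 with compound at 10 µM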
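Assay system: Luciferase/luciferin detection reagent, cell-free biochemical luciferase assay / Read-out: luciferase activation / Benchmarks: No-ATP low control, compound-free enzyme-plus-ATP high control / Medium: PBS buffer for ATP / Detection: luminescence measurement of luciferase light output / Schedule: 10 min at ambient temperature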
Active calls of the source: *; / = not tested or not shown.

smiles	G6PDH CS	APP 5'UTR act	HMGR II inh	Hsp70 act	STAT1 activator	APP transl inh	DTT redox prof	NF-kB expr up	FLuc inhib CS	FLuc act counter
C=CCC1CCCCC12NC(=O)NC2=O (configuration not stated)	8	12	-1	0.0	106	-12	-0.4	1	-4	1
Cc1ccc(C(=O)c2cc([N+](=O)[O-])ccc2N2CCOCC2)c(C)c1	13	-94	-3	0.0	105	94*	-8.0	5.4*	-5	1
S=C(Nc1ccccc1)N1CCCCCCC1	6	-9	-2	-0.1	105	9	-0.3	1.1	-6	1.1
S=C(NCCc1ccc(Cl)cc1)NCc1ccco1	2	10	-2	0.1	107	-10	-0.8	1	-9	1.1
CCOC(=O)c1ccc2c(c1)nc(C1CCN(S(=O)(=O)c3cccs3)CC1)n2CC	-4	-15	-3	-0.6	95	15	1.8	0.54	-5	1.1
COc1ccc(CN2CCN(C(=O)c3cccc(OC)c3OC)CC2)cc1OC	7	-3	-2	-0.5	91	3	-1.2	1	-5	1.1
CCOc1ccc(C(=S)N2CCCC2)cc1	-1	0	-6	-0.2	101	0	-0.1	1.1	-6	1.1
O=C(Nc1ccc(N2CCCCC2)cc1)c1ccccc1	-18	164*	-10	-0.1	95	-164	-1.8	5.7*	88*	0.1
CC1(CC(=O)N/N=C/c2ccc(OCc3ccc(Cl)cc3Cl)cc2)OCCCO1	1	-5	-3	0.4	113	5	-6.2	0.87	-6	1.1
CCN1CCN(C(=O)c2ccc(-c3nc4ccccc4s3)s2)CC1	0	131	0	-0.4	130*	-131	-1.0	4.2*	34	0.7
O=C(Nc1ccc(Cl)cc1C(=O)Nc1ccncc1)c1ccco1	-7	-1	-3	-0.2	94	1	0.0	0.54	2	1
CCOC(=O)C1=C(CC)OC(N)=C(C#N)C1c1cccs1 (configuration not stated)	1	-4	-6	0.0	87	4	-1.6	1.5	-9	1.1
Fc1ccc(-c2cnn3c(-c4cccs4)ccnc23)cc1	-6	220*	-2	0.1	67	-220	0.1	6.7*	83*	0.2
S=C(c1ccc(-c2cc(Cl)ccc2Cl)o1)N1CCCCC1	15	13	-7	-0.3	99	-13	0.3	1	10	0.9
O=C(Nc1ccccc1Cl)N1CCN(c2ccccn2)CC1	6	-2	0	0.0	93	2	-0.2	1.2	-1	1
O=C(COc1ccccc1)N/N=C/c1ccc2c(c1)OCO2	8	-7	2	-0.3	104	7	-1.3	1.2	10	0.9
CCCOc1ccc(N2C(=O)CC(N(Cc3ccc(S(N)(=O)=O)cc3)C(=O)CC)C2=O)cc1 (configuration not stated)	3	25	-5	0.1	99	-25	-1.1	1.1	-1	1
c1ccc(Oc2ccc(-c3ccnc4ncnn34)cc2)cc1	10	-18	-7	-0.3	96	18	-0.5	1.3	-4	1
COc1ccc2cc3c(N)nn(C(=O)c4ccccc4[N+](=O)[O-])c3nc2c1	-20	-28	1	-0.3	104	28	0.1	0.75	-2	1
Cc1c(NC(=O)c2ccc(Br)o2)c(=O)n(-c2ccccc2)n1C	26	2	-7	-0.1	102	-2	-4.5	1.1	0	1
CCC(Sc1nc2cc(OC)c(OC)cc2c(=O)n1Cc1ccc(OC)cc1)C(=O)NCCOC (configuration not stated)	11	-3	-1	0.1	96	3	0.9	1.5	0	1
N/C(=N\OC(=O)COc1ccc(Br)cc1)c1ccncc1	-2	41	-1	-0.3	102	-41	0.1	1.4	-1	1
COc1cccc(CC2(CO)CCN(Cc3cccn3-c3cccnc3)CC2)c1	13	8	-6	0.7	100	-8	-0.1	1	-4	1
CCc1ccc(C(=O)N2CCCC2)s1	5	-6	1	0.2	109	6	1.6	0.96	-4	1
N#CC1=C(N)OC2=C(C(=O)CCC2)C1c1cccs1 (configuration not stated)	10	9	-5	-0.2	92	-8	-1.2	1.4	-8	1.1
Cc1cc(S(=O)(=O)NCC(C)C)ccc1OCC(=O)NCC1CCCO1 (configuration not stated)	0	36	1	-0.1	104	-36	0.6	0.92	-3	1
O=C(C1=C[C@H](c2ccccc2)C[C@H](OCCCCO)O1)N1CCOCC1	10	17	-1	0.2	104	-17	0.6	1.2	-12	1.1
CCc1cc(=O)oc2cc(C)cc(O)c12	4	9	2	-0.2	102	-9	-0.5	1.2	-4	1
CN(C(=O)c1ccc(OC2CCN(S(=O)(=O)N(C)C)CC2)cc1)C1CCCCC1	7	-11	-4	-0.1	87	11	0.8	1.2	-6	1.1
CCN(Cc1ccccc1)S(=O)(=O)c1ccc(S(=O)(=O)N2CCN(C)CC2)cc1	8	-3	-4	0.1	101	3	-0.8	0.92	-8	1.1
N#CC(c1nc2ccccc2nc1N1CCCC1)S(=O)(=O)c1ccccc1 (configuration not stated)	29	13	-7	0.0	107	-13	-0.1	0.42	-4	1
CCCCCn1c(CNC(=O)CC)nc2ccccc21	-4	1	-5	-0.3	91	-1	-3.8	1	-3	1
CC(=O)c1cccc(NC(=O)N2CCCC2C(=O)NC2CCCCC2)c1 (configuration not stated)	13	-4	4	-0.2	101	4	0.5	1.2	0	1
O=C(Nn1cnnc1)c1cc(-c2ccccn2)nc2ccccc12	6	-22	-8	-0.2	93	22	-1.1	0.94	10	0.9
C=CCOc1ccccc1CNc1ccccc1C	10	-21	-3	-0.2	106	21	-0.3	1.1	-5	1.1
CC(=O)Nc1ccc(NC(=O)C2CC(=O)N(c3cccc(Cl)c3)C2)cc1 (configuration not stated)	3	12	-5	-0.1	94	-12	-2.4	1.5	-9	1.1
COCCOC(=O)C1=C(C)NC2=C(C(=O)CC(C)(C)C2)C1c1ccc2c(c1)OCO2 (configuration not stated)	13	-3	-2	-0.2	90	3	-2.6	1.1	-2	1
COCCCNC(=O)C1CC(=O)OC1c1ccc(OC)c(OC)c1 (configuration not stated)	-3	-12	1	-0.3	104	12	0.1	1.1	-5	1.1
C1COCCNCCOCCOCCN1	6	8	-4	0.1	92	-8	-2.7	1.1	-5	1
COc1ccc(-c2nc(-c3ccncc3)no2)cc1OC	8	78	-7	-0.1	132*	-78	-1.8	1.1	39	0.6

As a working copy, six of the compounds above:
smiles	G6PDH CS	APP 5'UTR act	HMGR II inh	Hsp70 act	STAT1 activator	APP transl inh	DTT redox prof	NF-kB expr up	FLuc inhib CS	FLuc act counter
CCc1cc(=O)oc2cc(C)cc(O)c12	4	9	2	-0.2	102	-9	-0.5	1.2	-4	1
CN(C(=O)c1ccc(OC2CCN(S(=O)(=O)N(C)C)CC2)cc1)C1CCCCC1	7	-11	-4	-0.1	87	11	0.8	1.2	-6	1.1
CCN(Cc1ccccc1)S(=O)(=O)c1ccc(S(=O)(=O)N2CCN(C)CC2)cc1	8	-3	-4	0.1	101	3	-0.8	0.92	-8	1.1
N#CC(c1nc2ccccc2nc1N1CCCC1)S(=O)(=O)c1ccccc1 (configuration not stated)	29	13	-7	0.0	107	-13	-0.1	0.42	-4	1
CCCCCn1c(CNC(=O)CC)nc2ccccc21	-4	1	-5	-0.3	91	-1	-3.8	1	-3	1
CC(=O)c1cccc(NC(=O)N2CCCC2C(=O)NC2CCCCC2)c1 (configuration not stated)	13	-4	4	-0.2	101	4	0.5	1.2	0	1

The list continues.
smiles	G6PDH CS	APP 5'UTR act	HMGR II inh	Hsp70 act	STAT1 activator	APP transl inh	DTT redox prof	NF-kB expr up	FLuc inhib CS	FLuc act counter
O=S(=O)(c1ccccc1)n1ccc2cccnc21	3	17	2	-0.3	100	-17	2.5	0.83	-6	1.1
Cc1cc(Nc2ccccc2)nc(N2CCOCC2)n1	2	13	0	0.1	95	-13	-0.1	1.5	-2	1
CCc1cc2c3c(c1)C(C)CC(C)(C)N3C(=O)C2=O (configuration not stated)	-3	8	-5	-0.3	96	-8	0.2	0.91	-6	1.1
O=C(O)C1CCCCC1C(=O)Nc1ccccc1F (configuration not stated)	10	-8	/	-0.5	105	8	1.5	0.82	-4	1
CC(=O)NC1C(c2nc3ccccc3s2)=C(c2ccccc2)C(=O)N1c1ccc(C)cc1 (configuration not stated)	12	24	0	-0.2	102	-24	0.0	2.1	0	1
OCCC1CN(Cc2cnc(N3CCOCC3)s2)CCN1C1CCCC1 (configuration not stated)	8	8	-5	-0.1	100	-8	1.6	1.1	0	1
CCOC(=O)CN1NC2(CCCCC2)NC1=S	-2	17	-3	0.0	91	-17	-2.0	1.1	-5	1.1
c1ccc(COC2CCCN(Cc3nc(-c4cnccn4)no3)C2)nc1 (configuration not stated)	10	8	0	-0.2	96	-8	-1.2	1.2	-4	1
CCOC(=O)N1CCC(N2Cc3cccc(C(=O)N4CCN(C5CCCCC5)CC4)c3C2=O)CC1	8	15	-3	0.1	104	-15	-1.0	0.91	-5	1.1
N=c1c2c(-c3ccccc3)c(-c3ccccc3)n(Cc3ccccc3)c2ncn1CCO	1	-78	1	-0.1	106	78*	2.1	1.3	-6	1.1
CS(=O)(=O)n1nc(-c2ccco2)nc1N	15	-4	-1	-0.1	105	4	-0.4	0.93	1	1
COc1ccc(Cl)cc1NC(=S)Nc1ccccc1F	14	-26	-2	-0.3	90	26	-0.1	0.99	-1	1
CCCCC(=O)Nc1ccc(C(=O)Nc2ccc(S(=O)(=O)Nc3nccc(C)n3)cc2)cc1	14	5	-6	0.1	91	-4	0.3	0.99	-4	1
O=C(N/N=C/c1ccc(C(F)(F)F)cc1)c1ccc(O)cc1	-1	33	-5	0.7	112	-33	-1.6	1.8	53*	0.5
COc1ccc(-c2cc(C(F)(F)F)nc(SCCC(=O)NCc3ccccc3)n2)cc1	12	15	-7	-0.3	93	-15	-0.6	1.1	0	1
CC1(C)SC2C(NC(=O)COc3ccccc3)C(=O)N2C1C(=O)O (configuration not stated)	0	14	-5	-0.2	96	-14	7.1	1	-6	1.1
CCn1c(CNC(=O)c2ccccc2F)nnc1SCc1nc2ccccc2c(=O)[nH]1	-3	4	0	-0.2	106	-4	-0.5	1.1	-4	1
Cc1cc(C)c2c(c1)/C(=N/NC(=S)Nc1ccc(F)cc1)CCC2	-6	8	-5	-0.2	104	-8	-0.7	1.4	4	1
CCOc1ccc(OCC(=O)OCn2c(SC)nnc(C)c2=O)cc1	-19	12	-4	-0.3	100	-12	0.3	1	-1	1
Cc1cc(C)c2c(-n3cccc3)c(NC(=O)OCc3ccccc3)sc2n1	2	1	-4	-0.1	103	-1	4.9	1.1	-5	1.1
CC(=O)NCN1CCN(CNC(C)=O)CC1	13	6	-1	1.3	106	-6	-0.7	0.9	-8	1.1

Structural class, the compounds so far containing bromine (2)
smiles	G6PDH CS	APP 5'UTR act	HMGR II inh	Hsp70 act	STAT1 activator	APP transl inh	DTT redox prof	NF-kB expr up	FLuc inhib CS	FLuc act counter
Cc1c(NC(=O)c2ccc(Br)o2)c(=O)n(-c2ccccc2)n1C	26	2	-7	-0.1	102	-2	-4.5	1.1	0	1
N/C(=N\OC(=O)COc1ccc(Br)cc1)c1ccncc1	-2	41	-1	-0.3	102	-41	0.1	1.4	-1	1

Source: PubChem BioAssay (several laboratories)
